Screening results: PubChem, several laboratories
Runt-SMMHC FRET: inhibitors of human RUNX1 Runt domain binding to CBFb-SMMHC. Cerulean-Runt/Venus-CBFb-SMMHC FRET ratio 530/480, 1 h. inhibition, % at 20 µM. 0.74% of 220,000 active. AID 1434;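 active = mean inhibition across duplicate retests at 20 µM reaching about 50%, limit read from the data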;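 note: 0% = DMSO wells and 100% = wells with excess untagged CBFb-SMMHC; inhibitors lower the FRET ratio by blocking Runt binding to CBFb-SMMHC; some results filed as inactive read as strong as hits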
Target sequence (Q01196 whole entry, looked up, the tested form may be a part): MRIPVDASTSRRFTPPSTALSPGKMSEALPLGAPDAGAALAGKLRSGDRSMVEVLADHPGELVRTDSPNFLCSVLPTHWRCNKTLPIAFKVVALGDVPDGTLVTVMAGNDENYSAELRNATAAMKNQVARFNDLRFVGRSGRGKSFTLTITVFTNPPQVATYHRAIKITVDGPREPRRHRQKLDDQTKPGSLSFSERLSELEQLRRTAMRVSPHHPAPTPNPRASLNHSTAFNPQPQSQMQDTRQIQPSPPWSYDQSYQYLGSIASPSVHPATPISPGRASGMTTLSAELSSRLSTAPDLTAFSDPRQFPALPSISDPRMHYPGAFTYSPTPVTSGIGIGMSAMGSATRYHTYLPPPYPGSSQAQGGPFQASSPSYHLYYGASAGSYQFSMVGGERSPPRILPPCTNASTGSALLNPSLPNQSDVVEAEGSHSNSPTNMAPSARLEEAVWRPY
Target sequence (Q13951 whole entry, looked up, the tested form may be a part): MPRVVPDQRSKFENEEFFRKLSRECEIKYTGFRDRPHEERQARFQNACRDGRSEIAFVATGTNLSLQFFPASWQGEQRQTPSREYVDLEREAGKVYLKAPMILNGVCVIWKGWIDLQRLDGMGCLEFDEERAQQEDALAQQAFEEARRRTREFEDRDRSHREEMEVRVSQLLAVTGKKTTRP
14-3-3 Bad inh: disrupts binding of bovine 14-3-3 zeta to phospho-Bad peptide; P63103; 0.71% of 220,000 active; inhibition, % at 21.7 µM; AID 781; TR-FRET 14-3-3zeta/Dy647-pBad peptide displacement, 1 h;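 active = inhibition above about 70%, limit read from the data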;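 note: 0% = full 14-3-3 plus peptide FRET controls and 100% = background without 14-3-3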
Runt-CBFb FRET: Runt domain-CBFb interaction inhibition; Q01196+Q13951; Cerulean-Runt/Venus-CBFb FRET ratio 530/480, 1 h; inhibition, % at 20 µM; 0.46% of 220,000 active; AID 1496;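 active = inhibition over about 50% at 20 µM in the single-dose screen, limit read from the data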;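 note: 0% = DMSO wells and 100% = excess unlabeled CBFb competitor control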
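Schedule: protein complex preformed 1 h, compound exposure 1 h, room temperature, dark; test system: Cerulean-labeled Runt domain protein; amount: 100 nM per protein; buffer or medium: Tris 50 mM pH 7.5, KCl, K2SO4, 0.01% BSA; read-out: loss of energy transfer signal; detection: FRET fluorescence; controls: 5 µM unlabeled CBFb as full-inhibition high control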
MDM2 E3 inh: blocks human Mdm2 ubiquitin ligase activity. cell-based MDM2 ubiquitination luciferase reporter, 2 h; 0 = plate control, 100 = twice control, blank-subtracted. signal enhancement, % at 5 µM. 0.11% of 210,000 active. AID 1230;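 active = signal enhancement of 30% or more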;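 note: luminescence tracks abundance of the self-degrading MDM2-luciferase fusion protein; higher signal means inhibition of MDM2 E3 ligase activity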
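test system = mammalian cells stably expressing self-ubiquitinating, self-degrading MDM2 E3–luciferase fusion | quantity = 2000 cells/well | incubation = cell settling 4 h, compound treatment 2 h, both 37 °C | signal = luminescence with SteadyLite reagent, 15 min at room temperature | evaluation = % enhancement relative to plate controls after blank subtraction | benchmarks = plate controls and plate blanks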
EBV gp42 block: EBV gp42 inhibition. Q1HVG2. Fluorescence polarization binding assay, mP read-out. inhibition, % (tested at 21.74 µM). AID 1085. 0.42% of 220,000 active; in the data active = inhibition above about 50%
L929 necroptosis: blocks zVAD induced death of L929 cells; L929 zVAD necroptosis rescue, ATP luminescence, 24 h; with zVAD 60 µM; AID 1377; 0.38% of 220,000 active; viability rescue, % at 10 µM;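 active = activation, scaled between plate controls, above about 75%, limit read from the data; inactive = activation under that limit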;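 note: 0% = zVAD with DMSO and 100% = DMSO alone without zVAD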
TbHK1 inh: T. brucei hexokinase 1 inhibition; recombinant TbHK1, G6PDH-coupled NADH A340; inhibition, % at 10 µM; 0.11% of 220,000 active; AID 1430;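 active = inhibition of 50% or more in the single-dose primary screen; inactive = inhibition below 50%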
NCF1 inh: p47phox (human) inhibition. p47phox/p22phox peptide binding, fluorescence polarization, 2 h. P14598. 0.53% of 220,000 active. AID 1274. inhibition, % at 24.7 µM;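 active = inhibition above about 30%, limit read from the data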;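 note: 0% = p47phox with labelled peptide and 100% = labelled peptide alone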
Target sequence (P14598 whole entry, looked up): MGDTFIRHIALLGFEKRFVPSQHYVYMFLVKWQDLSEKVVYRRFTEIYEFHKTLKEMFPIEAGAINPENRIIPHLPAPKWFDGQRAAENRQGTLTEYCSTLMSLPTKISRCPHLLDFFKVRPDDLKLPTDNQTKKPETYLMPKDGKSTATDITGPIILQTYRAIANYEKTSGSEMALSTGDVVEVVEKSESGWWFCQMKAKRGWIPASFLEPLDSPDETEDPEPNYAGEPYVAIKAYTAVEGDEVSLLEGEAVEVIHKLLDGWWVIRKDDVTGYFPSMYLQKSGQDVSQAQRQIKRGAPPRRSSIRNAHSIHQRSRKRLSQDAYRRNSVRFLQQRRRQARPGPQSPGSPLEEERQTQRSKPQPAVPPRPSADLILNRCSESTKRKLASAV
Hck-Nef inh: inhibitors of human Hck kinase activated by Nef. P08631. Recombinant Hck-YEEI plus Nef, Z-Lyte FRET kinase assay. inhibition, % at 20 µM. 0.68% of 220,000 active;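 active = Hck-Nef kinase inhibition above about 50%, limit read from the data; inactive = inhibition below that limit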;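 note: 0% = DMSO with Hck plus Nef and 100% = Hck alone without Nef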
Starred values were filed as active, the others as inactive; . = no result given; [ ] = another dose, or the depositor's remark.

SMILES | Runt-SMMHC FRET | 14-3-3 Bad inh | Runt-CBFb FRET | MDM2 E3 inh | EBV gp42 block | L929 necroptosis | TbHK1 inh | NCF1 inh | Hck-Nef inh
COC(=O)c1sc2ccccc2c1NC(=O)c1ccc(S(=O)(=O)N2CC(C)CC(C)C2)cc1 (centres undefined) | 6 | 7 | -1 | . | -12 | -0.1 | -2 | -4 | 1
CC(=O)c1ccc(N2CCN(C(=O)c3ccc(Br)cc3)CC2)c(F)c1 | 0 | -4 | -1 | -18 | 14 | 0.7 | -16 | -10 | -1
OC(C#CCN1CCCC1)c1ccccc1 (centres undefined) | 1 | -8 | -3 | -23 | -4 | 0.4 | -2 | -2 | 3
O=c1c2c([nH]c3ccccc13)C(=C1CCCC1)CC2 | 1 | -2[fluorescence artefact?] | 3 | . | -15 | 1.4 | -10 | -10 | 4
Cc1ccc(/C=N/N2CCN(Cc3ccccc3)CC2)cc1 | 0 | -9 | -1 | -9 | -15 | 1.3 | -1 | -10 | 20
O=C(C1=C[C@H](c2csc3ccccc23)C[C@H](OCc2ccc(CO)cc2)O1)N1CCN(Cc2ccc3c(c2)OCO3)CC1 | -4 | 4 | -1 | . | 1 | 1.6 | -11 | -27 | -5
CC(=O)c1c(C)[nH]c(C(=O)Nc2ccc(Cl)c(S(=O)(=O)N(C)C)c2)c1C | -3 | -8 | -1 | -8 | 7 | 66 | -6 | -9 | 26
N/C(=N\OC(=O)c1ccc(Cl)cc1Cl)c1ccccc1 | 1 | 0 | -4 | -27 | -20 | 1.2 | -1 | -2 | 1
Cc1ccc(NC(=O)C(C)Sc2nc(=O)cc(N)n2-c2ccccc2)cc1 (centres undefined) | 0 | -8 | 1 | -13 | 1 | -0.4 | -7 | 1 | 1
O=C(CN1CCCCC1)NC(=O)NCc1ccccc1 | -7 | -18[fluorescence artefact?] | -2 | 38* | -13 | 1.1 | 0 | -12 | 3
CC(OC(=O)CCC(=O)c1cccs1)C(=O)Nc1ccccc1[N+](=O)[O-] (centres undefined) | 0 | -4 | -3 | -5 | 1 | 1.0 | -2 | 8 | 13
CC(=O)C(=Cc1cc(C)n(-c2ccccc2)c1C)C(C)=O | -2 | -8 | -3 | 2 | -14 | -0.1 | -23 | -15 | 21
Cc1ccc(C#N)c(SCc2cc3c(cc2Cl)OCO3)n1 | -1 | 5 | -1 | -24 | 11 | 0.4 | 0 | -3 | 7
CCOC(=O)c1nnn(-c2nonc2-n2cccc2)c1CN1CCC(C(=O)OCC)CC1 | -3 | 60 | -1 | -8 | -17 | -0.2 | -6 | -45 | 0
O=C(CN1C(=O)C2CC=C(Cl)CC2C1=O)Nc1ccc(C(=O)O)cc1 (centres undefined) | -12 | -3 | 0 | 6 | 4 | 0.2 | 1 | -10 | 2
O=C(Nc1nc2n(n1)C(c1ccccc1)C=C(c1ccccc1)N2)c1ccco1 (centres undefined) | 3 | 8[fluorescence artefact?] | -76 | -11 | 15 | 1.6 | -17 | -3 | -3
O=C(CC12CC3CC(CC(C3)C1)C2)N1CCCOC1 | 2 | 12 | -4 | -19 | -6 | 3.5 | -4 | -1 | 0
COC(=O)NNC(=O)COc1ccccc1C | 4 | -5 | 0 | 3 | 1 | 0.7 | -2 | 0 | 3
O=c1[nH]c(Cc2ccccc2)nc2c1oc1ccccc12 | -2 | 1 | 2 | 3 | -6 | 0.4 | -3 | -11 | 1
Cc1cc(Cl)c(S(=O)(=O)N(C)C)cc1OCC(N)=O | 2 | -2[fluorescence artefact?] | 0 | -1 | -12 | 0.2 | 4 | -3 | 2
O=C(O)CCCCCCCCCCP(=O)(c1ccccc1)c1ccccc1 | 2 | -1 | -2 | 3 | -13 | -0.2 | 19 | -9 | 14
COc1ccccc1Cn1c(=O)c2ccccc2n2c(Sc3ncnc4sccc34)nnc12 | -3 | -7[fluorescence artefact?] | -3 | 21 | -29 | -1.4 | -9 | -48 | 1
N/C(Cc1ccccc1)=N\OC(=O)c1cccc2ccccc12 | 1 | 6 | -4 | -18 | 7 | -0.1 | 0 | -2 | 1
CCc1ccc(NC(=O)C(=O)NCC(O)c2ccccc2)cc1 (centres undefined) | -7 | -13 | -1 | -19 | -7 | 3.1 | -4 | -6 | -6
O=C(CS(=O)(=O)Cc1ccccc1)N1CCN(c2cccc(C(F)(F)F)c2)CC1 | -2 | 0 | -5 | -3 | 37 | -0.6 | -3 | -8 | 7
Additional records.
SMILES | Runt-SMMHC FRET | 14-3-3 Bad inh | Runt-CBFb FRET | MDM2 E3 inh | EBV gp42 block | L929 necroptosis | TbHK1 inh | NCF1 inh | Hck-Nef inh
O=C(Cc1ncc(C(F)(F)F)cc1Cl)Nc1cccc(Br)c1 | -1 | -4 | -1 | -9 | 1 | -0.2 | 6 | 12 | 0
CNc1nc(C)c(C(=O)OCc2ccccc2)s1 | 1 | 5 | 2 | -3 | -3 | 0.4 | 1 | -8 | -4
CC(=O)OC(C(=O)NCCN1CCOCC1)c1c(F)cccc1F (centres undefined) | 3 | -3 | 1 | -18 | 2 | 0.2 | 7 | 3 | 3
COc1ccc(C/C(N)=N/OC(=O)c2cccc([N+](=O)[O-])c2)cc1 | 2 | -10 | -2 | 0 | 4 | 0.1 | 32 | -15 | 2
Cc1ccc(OC(F)F)c(NC(=O)Nc2cccc(C(F)(F)F)c2)c1 | 0 | 5 | 0 | -25 | -2 | 0.8 | -2 | -13 | 1
Cc1cc(NC(=O)c2c(Br)c(C)nn2C)no1 | 0 | 4[fluorescence artefact?] | 1 | -5 | 0 | -0.6 | 1 | -7 | 3
CCOc1ccc(-c2[nH]nc3c2C(c2cccnc2)C(C#N)=C(N)O3)cc1 (centres undefined) | -3 | -4 | 0 | -1 | -8 | 0.1 | 10 | 3 | 0
O=C(COC(=O)c1cc(S(=O)(=O)N2CCOCC2)ccc1O)NCC1CCCO1 (centres undefined) | -2 | 4[fluorescence artefact?] | -2 | -15 | 2 | 2.2 | 0 | -16 | 4
CC(C)Cn1c(N)c(C(=O)COC(=O)c2ccc([N+](=O)[O-])o2)c(=O)n(C)c1=O | 3 | 7 | 1 | -7 | -3 | -0.8 | -3 | -1 | 18
Cc1ccc(NC(=O)COc2ncnc3cc([N+](=O)[O-])ccc23)cc1S(=O)(=O)N1CCOCC1 | -2 | -3 | 2 | -2 | 3 | 3.1 | -22 | -13 | 5
COc1cccc(CN2CCNC(=O)C2CC(=O)NCc2cn3ccccc3n2)c1OC (centres undefined) | -6 | -7 | -2 | 3 | -8 | -0.2 | -8 | 7 | -4
CCCCc1c(O)nc(SCC(=O)c2ccccc2)n(-c2ccccc2OC)c1=O | 4 | -17 | -1 | -9 | 3 | 0.7 | -11 | -16 | 19
O=C(Cc1coc2cc3c(cc12)CCC3)OCC(=O)N1CCCC1=O | -1 | -6 | -8 | -12 | -21 | -0.6 | -3 | -10 | 22
COc1ccc(Cl)cc1Nc1nc(N)nc(C(F)(F)F)n1 | 4 | -3 | -2 | 1 | -4 | -0.1 | -4 | -1 | 2
O=c1oc(Nc2cccc(F)c2)nc2ccccc12 | 0 | -8 | -2 | -39 | -17 | -0.1 | -6 | -14 | 1
Cc1ccc(NC(=O)c2ccc(OCC3CCCO3)cc2)c(C)c1 (centres undefined) | -1 | 7 | 1 | -19 | -1 | 0.7 | 4 | -9 | 0
O=C(O)c1ccc(N/N=C/c2cn(Cc3ccccc3F)c3ccccc23)cc1 | -2 | 5 | 8 | -28 | -9 | 2.9 | -16 | -22 | 19
COCCCNC(=O)CCn1c(=O)c2ccccc2n(Cc2cccc([N+](=O)[O-])c2)c1=O | -6 | -6 | 1 | 13 | 1 | 0.7 | -6 | 10 | 18
N#Cc1nc(Cc2cccc3ccccc23)oc1NCCCn1ccnc1 | 4 | -10 | 0 | 2 | 4 | 0.1 | 5 | -10 | 1
CC(=O)c1ccc(N2CCN(C(=O)c3cccc(Oc4ccccc4)c3)CC2)cc1 | 0 | 12 | -1 | 3 | -6 | 0.1 | -5 | -3 | 24
Cc1cc(OC(C)C)nc(-c2ccccc2O)n1 | 3 | -4 | 0 | -5 | -8 | 0.8 | -7 | -12 | 0
CCCN1C(=O)/C(=C/c2nc3ccccc3c(=O)[nH]2)c2ccccc21 | -14 | 6 | -16 | -3 | -9 | 15 | 16 | 23 | 4
CCOc1cc(C(=O)Nc2ccc(F)cc2)cc(Br)c1OC | 1 | -8 | 1 | -1 | 13 | 0.1 | 30 | -20 | 1
O=C(NCCc1c[nH]c2ccccc12)c1cncc(Br)c1 | -4 | -9 | 1 | -10 | 1 | 1.4 | -4 | -8 | 5
CCO[C@@H]1OC(C(=O)O)=C[C@H](c2ccc(C(F)(F)F)cc2)[C@H]1CCCO | -8 | 13 | 0 | . | -14 | 0.2 | -6 | . | 2

A second format for part of the listing above.
SMILES	Runt-SMMHC FRET	14-3-3 Bad inh	Runt-CBFb FRET	MDM2 E3 inh	EBV gp42 block	L929 necroptosis	TbHK1 inh	NCF1 inh	Hck-Nef inh
O=C(Cc1coc2cc3c(cc12)CCC3)OCC(=O)N1CCCC1=O	-1	-6	-8	-12	-21	-0.6	-3	-10	22
COc1ccc(Cl)cc1Nc1nc(N)nc(C(F)(F)F)n1	4	-3	-2	1	-4	-0.1	-4	-1	2
O=c1oc(Nc2cccc(F)c2)nc2ccccc12	0	-8	-2	-39	-17	-0.1	-6	-14	1
Cc1ccc(NC(=O)c2ccc(OCC3CCCO3)cc2)c(C)c1 (centres undefined)	-1	7	1	-19	-1	0.7	4	-9	0

Remaining list, next part
SMILES | Runt-SMMHC FRET | 14-3-3 Bad inh | Runt-CBFb FRET | MDM2 E3 inh | EBV gp42 block | L929 necroptosis | TbHK1 inh | NCF1 inh | Hck-Nef inh
CCOC(=O)c1c(NC(=O)C2=C(C)NC(=S)NC2c2ccc(F)cc2F)sc(C)c1C (centres undefined) | -2 | -4[fluorescence artefact?] | -3 | -11 | -50 | 0.4 | -14 | -34 | 3
COc1ccccc1-n1nnnc1SCc1cc2c(cc1Br)OCO2 | -5 | 13 | 3 | -8 | 4 | -0.5 | -3 | -8 | 3
Cc1ccc(S(=O)(=O)c2nc(Nc3ccccc3N3CCOCC3)sc2Cl)cc1 | -6 | -5 | -1 | 1 | -15 | -0.2 | -13 | -6 | 0
CCOC(=O)N1CCC(NC(=O)c2cc(C(=O)NCc3ccc(F)cc3)ccc2CO)CC1 | 2 | -2 | 3 | -15 | 6 | -0.1 | -4 | -8 | 1
Cc1onc2c(=O)n(-c3ccccc3)nc(-c3ccccc3)c12 | -1 | -4 | -1 | -11 | -10 | 0.2 | -12 | -5 | 3
Cn1ncc2c(=O)[nH]cnc21 | 2 | -1 | 1 | -10 | -7 | -0.9 | 3 | 0 | 27
Cc1nn(Cc2ccccc2Cl)c2sc(C(=O)NC(C)(C)C)cc12 | -4 | -2 | 0 | 8 | 3 | 1.4 | -5 | -10 | -18
CC(C(=O)N1CCN(c2ccccc2)CC1)N1C(=O)C2CC=CCC2C1=O (centres undefined) | -14 | 3 | -1 | -13 | -9 | 0.0 | 0 | -12 | 0
CCOC(=O)C(=O)N1CCC(C(=O)OC)CC1 | 0 | -10 | 1 | -8 | -5 | 0.8 | 5 | -6 | 17
CCCCC1=CC2=CC(=O)C(C)(OC(=O)CC)C(=O)C2=CN1C(CO)CO (centres undefined) | -7 | -3 | 3 | 20 | -4 | 0.1 | -25 | 8 | 25

Random draw from the library; about 3.2% have a hit in one of these screens.
